HEK293 cAMP cs = qHTS Assay for Agonists of the Thyroid Stimulating Hormone Receptor: Activators of Intracellular cAMP Concentrations in Parental HEK 293 | parental HEK293 CNG cAMP sensor, membrane potential fluorescence | Potency, µM (top dose mostly 57.1 µM), without a hit: top-dose activation, hits mostly activators | 2.5% of 73,000 active; further: potency means the concentration at half of the fitted maximal effect; % of control where 0% means no effect; nearly all actives have a fitted effect of over 55% in size
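Counterscreen for endogenous-receptor signalling: CNG-channel HEK 293 cells report cAMP rise by membrane depolarization. After 60 min dye equilibration with 100 uM RO 20-1724, compounds incubated 30 min before bottom-read fluorescence at 590 nm.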
Casp7 inh = qHTS Assay for Allosteric/Competitive Inhibitors of Caspase-7; 0.02% of 75,000 active; recombinant caspase-7, Ac-DEVD-AFC fluorescence rate; P55210; AID 889, 2007; Potency, µM (series often up to 57.5 µM), inactives show at the top dose activity change, negative = inhibition, usual class: inhibitors; active means well fitted inhibition curve with a large enough effect in the main read-out, with a control signal flat, not every such curve was filed as active; inconclusive means small, poorly fitted or top-dose-only effect, or a change in a side signal; further: potency means the concentration at half of the fitted maximal effect; % of control where 0% means no effect
USP2a inhib = qHTS Assay for Inhibitors of Ubiquitin-specific Protease USP2a. Ubiquitin carboxyl-terminal hydrolase 2 (Homo sapiens), O75604. USP2a enzymatic assay, qHTS inhibition. Potency, µM (series often up to 38.3 µM), inactives show at the top dose activity change, negative = inhibition, hits mostly inhibitors. 0.1% of 60,000 active. AID 927, 2007;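 further: potency means the concentration at half of the fitted maximal effect; nearly all actives have a fitted effect of over 60% in size; plate controls were DMSO for no effect and NEM full inhibition control for full effect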
Target sequence (O75604 whole entry, looked up): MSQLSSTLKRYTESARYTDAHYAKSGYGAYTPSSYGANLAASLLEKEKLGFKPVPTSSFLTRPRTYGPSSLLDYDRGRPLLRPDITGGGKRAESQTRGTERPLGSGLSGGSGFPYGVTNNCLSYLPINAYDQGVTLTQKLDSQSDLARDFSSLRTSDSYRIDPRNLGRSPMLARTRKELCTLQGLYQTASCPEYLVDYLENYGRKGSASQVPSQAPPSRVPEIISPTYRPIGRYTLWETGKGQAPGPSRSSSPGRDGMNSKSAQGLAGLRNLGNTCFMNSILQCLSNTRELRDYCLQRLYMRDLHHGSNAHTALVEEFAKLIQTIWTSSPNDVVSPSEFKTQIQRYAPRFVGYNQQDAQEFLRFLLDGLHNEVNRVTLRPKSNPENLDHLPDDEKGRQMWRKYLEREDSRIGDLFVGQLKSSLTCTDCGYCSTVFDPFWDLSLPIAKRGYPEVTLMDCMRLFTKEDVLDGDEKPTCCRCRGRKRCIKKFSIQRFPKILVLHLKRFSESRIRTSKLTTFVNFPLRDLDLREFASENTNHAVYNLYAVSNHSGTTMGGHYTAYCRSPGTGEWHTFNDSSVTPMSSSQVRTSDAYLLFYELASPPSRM
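Inhibition is measured in a cell-free coupled assay with 20 nM USP2 core, 20 nM Ub-PLA2 and 20 uM NBD C6-HPC, 2.5 h incubation. Activity normalized to NEM control.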
BRCT PPI green = qHTS Assay for Inhibitors of BRCT-Phosphoprotein Interaction (Green Fluorophore). Breast cancer type 1 susceptibility protein (Homo sapiens), P38398. BRCA1 BRCT-phosphopeptide binding, green fluorescence polarization. Potency, µM (titrated, usually from 76.9 µM), for the others: top-dose activity change, negative = inhibition, most hits filed as inhibitors. 0.05% of 75,000 active;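 further: potency means the concentration at half of the fitted maximal effect; plate controls were peptide without protein for full effect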
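Fluorescence polarization: His-tagged BRCT (~35 kDa BRCA1 C-terminus, 250 nM) bound to 100 nM fluorescein-labeled phosphorylated 10-aa BACH1 peptide, pH 7.3 phosphate buffer with DTT and Tween 20. Compounds incubated 12 min at room temperature; inhibition read as lowered polarization.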
A350 fluor = qHTS Assay for Spectroscopic Profiling in A350 Spectral Region; Compound autofluorescence, 340/450 nm, Alexa 350 dye-equivalents; hits give high values; max dye-equivalent concentration, M; 11% of 59,000 active; AID 590, 2007; in the data active means max dye-equivalent concentration above about 10 nM; inconclusive means mostly about 1.1 nM to 9.6 nM
GFP derepression = qHTS Assay for Epigenetic Modulators; 0.09% of 68,000 active; mouse C127i GFP locus derepression, cytometry, 30 h; Potency, µM (highest dose often 46.1 µM), for the others: at the top dose GFP derepression (activation); further: % of control where 0% means no effect
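Murine C127i mammary cells carrying a silenced, stably integrated CMV-driven GFP reporter were treated with compound for 30 hours at 37 C. After PBS washes, GFP-positive cells were counted by laser-scanning microplate cytometry.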
Ub-GFP proteasome = Ubiquitin-GFP Assay; Ubiquitin-GFP reporter cells, proteasome inhibition, GFP fluorescence; response scale: untreated = 0%, 10 µM MG-132 = 100%; Potency, µM (titrated, usually from 45.9 µM), for the others: at the top dose activation (GFP accumulation), hits mostly activators; 67,000 tested, under 10 active; active means well fitted activation curve with a large enough effect, not every such curve was filed as active; inconclusive means small, poorly fitted or top-dose-only effect, or another doubt; inactive means no such curve, though single readings can be large or run the other way; further: potency means the concentration at half of the fitted maximal effect
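Proteasome blockade was scored as a rise in GFP-expressing U2OS cells carrying a ubiquitin(G76V)-GFP construct, imaged after 4 hr compound treatment at 37 °C across a 46 uM–2.9 nM series.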
4MU fluor = qHTS Assay for Spectroscopic Profiling in 4-MU Spectral Region | compound autofluorescence, 340/450 nm, 4-MU equivalents; hits give high values | max dye-equivalent concentration, M | 11% of 59,000 active; in the data active means max dye-equivalent concentration above about 10 nM; inconclusive means mostly about 1.1 nM to 9.6 nM
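Intrinsic fluorescence at 340/450 nm (ex/em) was read after 15 min at room temperature in pH 8.0, 100 mM Tris. Each compound concentration expressed as 4-MU-equivalent concentration from a six-point 4-MU standard series on each plate.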
BRCT inh red = qHTS Assay for Inhibitors of BRCT-Phosphoprotein Interaction (Red Fluorophore) | Breast cancer type 1 susceptibility protein (Homo sapiens), P38398 | BRCT-phosphopeptide binding, red fluorescence polarization | Potency, µM (titrated, usually from 76.9 µM), without a hit: at the top dose activity change, negative = inhibition, hits mostly inhibitors | 0.03% of 75,000 active; further: on the % scale 0 is the no-effect control and ±100 the full control effect
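Fluorescence polarization: 100 nM His-tagged BRCA1 BRCT with 100 nM TAMRA-labelled phospho-BACH1 decapeptide, phosphate buffer pH 7.3 with 150 mM NaCl, DTT, 0.01% Tween 20; 12 min RT. Binding inhibition seen as FP decrease.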
Fluorescein autfl = qHTS Assay for Spectroscopic Profiling in Fluorescein Spectral Region | Compound autofluorescence, 480/540 nm, fluorescein-equivalent; hits give high values | max fluorescein-equivalent concentration, M | 0.91% of 59,000 active | AID 593, 2007; in the data active means max fluorescein-equivalent concentration above about 10 nM; inconclusive means between about 1.1 nM and that limit
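Each compound is tested across a concentration series in 100 mM Tris buffer at pH 8.0. After 15 min at room temperature, plates are imaged with 480 nm excitation and 540 nm emission filters, and intensities are converted to fluorescein-equivalent values.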
Casp1 inh = qHTS Assay for Allosteric/Competitive Inhibitors of Caspase-1; AID 900, 2007; Potency, µM (top dose mostly 57.5 µM), inactives show at the top dose activity change, negative = inhibition, usual class: inhibitors; P29466; Caspase-1 enzyme, Ac-WEHD-AFC fluorogenic rate; 0.03% of 75,000 active;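 further: potency means the concentration at half of the fitted maximal effect; plate controls were vehicle for no effect and no substrate for full effect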
Target sequence (P29466 120-297 limits assumed): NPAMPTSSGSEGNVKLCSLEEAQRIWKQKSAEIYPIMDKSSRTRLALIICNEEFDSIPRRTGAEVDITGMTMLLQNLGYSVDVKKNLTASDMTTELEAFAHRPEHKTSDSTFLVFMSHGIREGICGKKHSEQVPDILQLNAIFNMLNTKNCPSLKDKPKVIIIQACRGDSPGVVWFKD
Target sequence (P29466 317-404 limits assumed): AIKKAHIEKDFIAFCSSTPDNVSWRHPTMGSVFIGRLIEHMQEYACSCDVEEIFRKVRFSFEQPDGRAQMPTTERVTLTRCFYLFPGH
* = called active by the depositor; i = inactive; ? = inconclusive; . = not tested or not shown; & = joins results of further samples; ! = repeats disagree; [ ] = remark or other dose. Unless noted, the call rests on the fitted dose curve; in most records, active means well fitted curve in the direction sought with a large enough effect; inconclusive means small, poorly fitted or top-dose-only effect, or another doubt; inactive means no such curve, though single readings can be large; an effect the other way counts as inactive or inconclusive. These rows are one share of the data, so the mix of outcomes need not match the whole.

SMILES	HEK293 cAMP cs	Casp7 inh	USP2a inhib	BRCT PPI green	A350 fluor	GFP derepression	Ub-GFP proteasome	4MU fluor	BRCT inh red	Fluorescein autfl	Casp1 inh
CN1CCC(=C2c3ccccc3CCc3sccc32)CC1	16%[25.6 µM]	1%	3%	-0.9%[3.08 µM]	?	-2%[20.6 µM]	5%[20.5 µM]	i	1.7%	i	-1%
CCCOc1ccccc1-c1nc2n[nH]nc2c(=O)[nH]1	-2%	-8%	10µM*	-0.8%[3.08 µM]	i	0%	3%	i	-7.6%	?	-6%
COc1ccc(-c2cc(=O)c3c(O)cc(O[C@H]4OC(COC5OC(C)C(O)C(O)[C@H]5O)C(O)C(O)C4O)cc3o2)cc1O (some centres undefined)	.	-2%	-15%	-0.2%[3.08 µM]	.	.	.	.	5.0%	.	-1%
COc1ccccc1OCC(O)COC(N)=O (centres undefined)	.	1%	-1%	-2.3%[3.08 µM]	i	4%[20.6 µM]	.	i	0.2%	?	0%
CC(=O)O[C@]1(C(C)=O)CC[C@H]2[C@@H]3C=C(Cl)C4=CC(=O)[C@@H]5C[C@@H]5[C@]4(C)[C@H]3CC[C@@]21C	?	-3%	.	1.0%	.	.	.	.	1.0%	.	-6%
O=C1NCC2(CCN(CCc3ccccc3)CC2)O1	?	1%	-1%	-1.5%[3.08 µM]	7.3e-08M*!	2%[20.6 µM]	-9%[20.5 µM]	8.1e-08M*!	0.4%	?	-1%
Cc1c(C(=O)O)c(O)cc2c1C(=O)c1c(O)c([C@H]3O[C@H](CO)[C@@H](O)[C@H](O)[C@H]3O)c(O)c(O)c1C2=O	0%	-8%	.	7.8%	.	.	.	.	-7.2%	.	-1%
Cc1onc(-c2ccccc2Cl)c1C(=O)NC1C(=O)N2C1SC(C)(C)C2C(=O)O (centres undefined)	.	1%	8%	-1.0%[3.08 µM]	.	.	.	.	-0.5%	.	1%
O=C(O)CN1C(=O)c2cccc3cccc(c23)C1=O	17%	-1%	.	-3.4%	.	0%	1%	.	1.5%	.	-2%
N=C(N=C(N)N)N1CCOCC1	-5%	2%[25.7 µM]	-7%[17.1 µM]	-3.1%[34.4 µM]	i	-2%[9.22 µM]	-2%	i	-1.4%[34.4 µM]	?	-5%[25.7 µM]
O=C(Cn1ccnc1[N+](=O)[O-])NCCO	-2%[25.6 µM]	0%	2%	0.1%	i	-1%[20.6 µM]	4%[20.5 µM]	i	-1.4%	?	4%
CC(=O)[C@@H]1CC[C@@H]2[C@@H]3C[C@H](C)C4=CC(=O)CC[C@@]4(C)[C@H]3[C@H](O)C[C@]21C	-3%[25.6 µM]	-1%[25.7 µM]	10%[17.1 µM]	1.2%[34.4 µM]	i	0%[20.6 µM]	4%[20.5 µM]	i	0.3%[34.4 µM]	?	-2%[25.7 µM]

Gathered by group, those above with a COOH group (three)
SMILES	HEK293 cAMP cs	Casp7 inh	USP2a inhib	BRCT PPI green	A350 fluor	GFP derepression	Ub-GFP proteasome	4MU fluor	BRCT inh red	Fluorescein autfl	Casp1 inh
Cc1c(C(=O)O)c(O)cc2c1C(=O)c1c(O)c([C@H]3O[C@H](CO)[C@@H](O)[C@H](O)[C@H]3O)c(O)c(O)c1C2=O	0%	-8%	.	7.8%	.	.	.	.	-7.2%	.	-1%
Cc1onc(-c2ccccc2Cl)c1C(=O)NC1C(=O)N2C1SC(C)(C)C2C(=O)O (centres undefined)	.	1%	8%	-1.0%[3.08 µM]	.	.	.	.	-0.5%	.	1%
O=C(O)CN1C(=O)c2cccc3cccc(c23)C1=O	17%	-1%	.	-3.4%	.	0%	1%	.	1.5%	.	-2%

(next part)
SMILES	HEK293 cAMP cs	Casp7 inh	USP2a inhib	BRCT PPI green	A350 fluor	GFP derepression	Ub-GFP proteasome	4MU fluor	BRCT inh red	Fluorescein autfl	Casp1 inh
C=CC(C)(O)CC/C=C(\C)CCC=C(C)C (centres undefined)	.	-1%	2%	-0.9%	.	.	.	.	0.0%	.	3%
Nc1c2c(nc3ccccc13)CCC[C@H]2O	-18%	1%	-2%	-1.5%	i	-1%	1%	i	-1.2%	i	4%
NS(=O)(=O)c1cc2c(cc1C(F)(F)F)NC(Cc1ccccc1)NS2(=O)=O (centres undefined)	.	1%	3%	-5.3%[3.08 µM]	i	0%[20.6 µM]	.	i	-2.5%	?	1%
Cc1nnc(NS(=O)(=O)c2ccc(N)cc2)s1	1%[25.6 µM]	-2%	3%	1.9%[3.08 µM]	?	-6%&3%[20.6 µM]	1%[20.5 µM]	i	0.7%	?	3%
C=CCSCC=C	.	1%	-12%	0.3%[3.08 µM]	.	.	.	.	-0.2%	.	1%
CCCCCCCCO	0%	-1%	.	-0.3%	.	.	.	.	-1.2%	.	0%
CC1=NN(c2ccccc2)C(=O)C1	17%&-48%	0%&3%	-9%	0.1%&-4.2%	i	-8%[20.6 µM]	4%	i	-3.3%&0.5%	?	-2%&-1%
O=C(O)COC(=O)Cc1ccccc1Nc1c(Cl)cccc1Cl	19%[25.6 µM]	-1%[25.7 µM]	?	0.3%[34.4 µM]	i	-1%[20.6 µM]	4%[20.5 µM]	i	-0.6%[34.4 µM]	?	-3%[25.7 µM]
NS(=O)(=O)c1cc2c(cc1C(F)(F)F)N[C@H](Cc1ccccc1)NS2(=O)=O	7%[25.6 µM]	1%[25.7 µM]	-4%[17.1 µM]	-2.4%[34.4 µM]	i	2%[20.6 µM]	0%[20.5 µM]	i	-1.4%[34.4 µM]	?	-1%[25.7 µM]
O=c1cc(-c2ccc(O)cc2)oc2cc(O)ccc12	.	-17%	2%	-2.2%[3.08 µM]	.	.	.	.	-2.4%	.	-10%
Nc1cc(-c2ccncc2)c[nH]c1=O	1%[25.6 µM]	-25%	1%	-0.6%[3.08 µM]	1.2e-08M*	6%[20.6 µM]	9%[20.5 µM]	1.2e-08M*	-8.5%	1.1e-08M*	?
O=P(O)(O)O	-11%	0%	.	0.2%	.	.	.	.	0.6%	.	-1%
Cc1coc2c1C(=O)C(=O)c1c-2ccc2c1CCCC2(C)C	.	-12%	17%	-4.8%	.	.	.	.	-4.9%	.	1%
CN(C)CCCSc1ccccc1NC(=O)/C=C\c1ccccc1	23%	2%	.	-1.2%	.	0%	-4%	.	0.4%	.	2%
CC(=O)NCCCCCC(=O)O	.	1%	-9%	0.6%[3.08 µM]	.	.	.	.	0.7%	.	0%
COc1nc(C)nc(Cl)c1NC1=NCCN1	11%	0%	0%[17.1 µM]	-0.5%	?	7%[20.6 µM]	9%[20.5 µM]	?	-1.8%	?	0%
CCCC(NC(C)C(=O)N1C(C(=O)O)CC2CCCCC21)C(=O)OCC (centres undefined)	.	-2%	4%	-0.8%[3.08 µM]	.	.	.	.	0.3%	.	1%
CCN(CC)C[C@@H]1CCCCN1CC(=O)N1c2ccccc2C(=O)Nc2cccnc21	13%	0%	.	-1.5%	.	-1%	-1%	.	-0.9%	.	1%
CCCCCC(=O)O[C@@]1(C(C)=O)CCC2C3CCC4=CC(=O)CC[C@@]4(C)C3CC[C@]21C (some centres undefined)	.	-9%	-23%	-1.2%[3.08 µM]	.	.	.	.	1.3%	.	-2%
CC(C)(C)NC[C@H](O)COc1cccc2c1C[C@@H](O)[C@@H](O)C2	?	2%[25.7 µM]	-9%[17.1 µM]	-0.7%[34.4 µM]	i	2%[20.6 µM]	-4%[20.5 µM]	i	0.6%[34.4 µM]	?	-2%[25.7 µM]

Three compounds already listed, ordered by the number in Ub-GFP proteasome, highest first.
canonical_smiles,Casp7 inh,BRCT PPI green,A350 fluor,GFP derepression,Ub-GFP proteasome,4MU fluor,BRCT inh red,Fluorescein autfl,Casp1 inh
CCCOc1ccccc1-c1nc2n[nH]nc2c(=O)[nH]1,-8%,-0.8%[3.08 µM],i,0%,3%,i,-7.6%,?,-6%
O=C(O)CN1C(=O)c2cccc3cccc(c23)C1=O,-1%,-3.4%,.,0%,1%,.,1.5%,.,-2%
N=C(N=C(N)N)N1CCOCC1,2%[25.7 µM],-3.1%[34.4 µM],i,-2%[9.22 µM],-2%,i,-1.4%[34.4 µM],?,-5%[25.7 µM]

Screening results deposited in PubChem by National Center for Advancing Translational Sciences (NCATS).
